# Screening data as filed in PubChem.
# SIRT5 inh = inhibitors of human sirtuin-5 desuccinylase | Q9NXA8 | Purified SirT5, succinyl-peptide AMC, trypsin-coupled fluorescence | inhibition, % at 15 µM | hit rate 1.1% among 330,000; in the data active = inhibition above about 15%; inconclusive = no clear call, values can overlap the other calls
# Target sequence (Q9NXA8 whole entry, looked up): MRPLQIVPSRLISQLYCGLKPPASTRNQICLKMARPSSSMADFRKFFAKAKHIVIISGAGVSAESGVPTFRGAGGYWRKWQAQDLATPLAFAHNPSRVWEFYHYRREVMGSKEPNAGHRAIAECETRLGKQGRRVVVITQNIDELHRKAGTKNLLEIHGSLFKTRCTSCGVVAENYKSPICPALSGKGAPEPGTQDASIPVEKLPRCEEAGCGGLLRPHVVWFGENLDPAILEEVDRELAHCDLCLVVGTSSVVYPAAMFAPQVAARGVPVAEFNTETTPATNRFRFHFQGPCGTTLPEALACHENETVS
# DENV2 CPE rescue = protects cells from dengue virus 2 cytopathic effect; DENV2-infected cells, cytopathic effect rescue, plate reader; hit rate 1.7% among 350,000; CPE inhibition, % at 9.99 µM; in the data active = CPE inhibition above about 20%, passing the limit was not always enough; inconclusive = no clear call, values can overlap the other calls; tested in BHK-21 cells;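 note: 0% = median of neutral control wells and 100% = median of positive control wells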
# Casp6 inh = inhibitors of human caspase-6; hit rate 0.53% among 350,000; purified caspase-6, Z-VEID-R110 cleavage fluorescence; AID 686996; inhibition, % at 12.5 µM; P55212;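 active = mean inhibition across replicates at least about 35%, with every replicate also reaching that limit, limit read from the data; inconclusive = only one of the two criteria met; inactive = neither criterion met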;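 note: 0% = median of neutral control wells and 100% = no fluorescence left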
# Target sequence (P55212 24-179 limits assumed): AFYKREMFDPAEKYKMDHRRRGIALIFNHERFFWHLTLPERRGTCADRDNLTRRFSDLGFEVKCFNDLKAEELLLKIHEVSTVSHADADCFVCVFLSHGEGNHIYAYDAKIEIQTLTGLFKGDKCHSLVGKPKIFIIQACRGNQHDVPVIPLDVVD
# Target sequence (P55212 194-293 limits assumed): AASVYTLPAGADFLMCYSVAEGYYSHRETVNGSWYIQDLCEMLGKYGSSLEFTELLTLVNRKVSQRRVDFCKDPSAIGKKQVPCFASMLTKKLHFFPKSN
# PAX8 inh HTS = lowers PAX8-driven luciferase in RMG-I cells; AID 652154; inhibition, % at 12.6 µM; hit rate 1.2% among 360,000; RMG-I TPO-luciferase reporter, SteadyGlo, 24 h;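 active = mean replicate inhibition at least 60% with every replicate also reaching 60%; inconclusive = only one of the two criteria is met; inactive = mean below 60% and not all replicates reaching 60%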;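 note: luciferase light reporting Pax8 driven TPO promoter activity; plate controls were median of neutral control wells for no effect and mitoxantrone controls for full effect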
# ARNT TACC3 PPI = disrupts binding between human ARNT and TACC3 | Q9Y6A5 | AlphaScreen His-ARNT PAS-B/GST-TACC3 binding, luminescence; TACC3 fragment carries E629A point mutation | inhibition, % at 9.99 µM | hit rate 0.66% among 390,000 | AID 623870;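 active = mean inhibition of replicates at least 50% and at least half of replicates each reaching 50%; inconclusive = half or more replicates reach 50% but mean below 50%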;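 note: 0% = complete ARNT plus TACC3 wells and 100% = ARNT alone without TACC3; many hits fall short of the cut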
# EWS-Fli block = EWS/Fli transcriptional activity inhibition. A673 NR0B1-luciferase reporter, viability-normalised. hit rate 0.67% among 350,000. inhibition, % at 12.6 µM;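 active = mean inhibition of at least 50% after viability correction, with every replicate also passing that limit; inconclusive = mean reaches 50% but only one of two replicates passes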;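 note: firefly luciferase signal divided by Alamar Blue viability fluorescence both relative to DMSO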
# LGR2 antag = Drosophila LGR2 receptor signaling inhibition; inhibition, % at 9.99 µM; HEK293 LGR2, CRE-luciferase, bursicon-stimulated, 4 h; hit rate 0.35% among 380,000;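 active = drop in luminescence signal, shown as inhibition above about 50% in the replicate tests, limit read from the data, passing the limit was not always enough; inconclusive = probably only some replicates passing the limit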;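 note: agonist challenge used bursicon conditioned medium at about half maximal strength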
# * hit, by the source's call; ? = inconclusive; nt = not tested or not shown; & = joins results of further samples.
SMILES,SIRT5 inh,DENV2 CPE rescue,Casp6 inh,PAX8 inh HTS,ARNT TACC3 PPI,EWS-Fli block,LGR2 antag
COc1ccc(S(=O)(=O)N2CCN(CC3CC=CCC3)CC2)cc1 (configuration not stated),0,-3,2,0,5,7,-7
CC(=O)c1cccc(NC(=O)CNC(=O)Cc2ccccc2)c1,-3,4,-1,13,-3,3,15
COc1cnn(-c2ccc(C)cc2)c(=O)c1Br,-4,-8,-1,-47,-2,-36,-29
CCCCCCCC[n+]1cccc(C(=O)N(CC)CC)c1,-5,6,-3,2,nt,9,nt
C[C@H](CO)N1C[C@H](C)[C@@H](CN(C)Cc2ccccc2)Oc2cc(Br)ccc2S1(=O)=O,8,?,-2,-17,-3,1,11
CCn1c(CCc2nc3ccccc3[nH]2)n[nH]c1=S,-5,-4,0,-6,-3,-5,-11
COCCOC(=O)c1c(C)oc2ccc(OCc3ccccc3)cc12,-1,-1,3,-5,nt,-3,20
COc1ccc(N(C(=O)CNC(=O)c2cccs2)C(C(=O)NC2CCCC2)c2ccncc2)cc1 (configuration not stated),0,4,1,-13,4,-1,-26
CC1(c2ccccc2)CC(C)(C)n2c(O)c(C3=NC(=S)NC3=O)c3cccc1c32 (configuration not stated),0,7,-1,13,-1,14,-10
Cn1c(SCCOc2ccccc2Cl)nnc1-c1ccncc1,-3,nt,35*,nt,3,nt,-1
Cc1ccc(C(=O)N2CC(=O)Nc3ccc(F)cc3C2c2ccccc2)cc1[N+](=O)[O-] (configuration not stated),-6,0,-6,19,1,-8,6
CC(=O)N(c1ccc(C(F)(F)F)cc1)S(=O)(=O)c1ccc(N2C(=O)CCC2=O)cc1,0,-7,2,4,-1,nt,-7
C[C@H](O)C#Cc1ccc([C@@H]2[C@H](CO)N3CCCCN(S(=O)(=O)Cc4ccccc4)C[C@@H]23)cc1,-2,-8,-2,6,4,-11,6
C[C@H](/C=C/[C@@]1(O)[C@H](C)C[C@H](O)CC1(C)C)O[C@@H]1O[C@H](CO)[C@@H](O)[C@H](O)[C@H]1O,2,-9,6,nt,1,-1,-14
COc1cc(C(=O)NCCC(=O)N2CCC3(CC2)NCCc2[nH]cnc23)cc(OC)c1OC,-7,16,-2,-12,0,-1,2
CC(C)NC(=O)Nc1ccc2c(c1)CC(=O)N([C@H](C)CO)C[C@H](C)[C@H](CN(C)S(=O)(=O)c1cccs1)O2,7,5,1,-28,108*,-8,-8
C[C@@H]1CN([C@H](C)CO)S(=O)(=O)c2ccc(Br)cc2O[C@@H]1CN(C)Cc1ccccn1,2,2,2,nt,-2,1,1
C[C@H]1CN([C@@H](C)CO)C(=O)c2cc(/C=C/c3ccccc3)cnc2O[C@@H]1CN(C)C(=O)CN(C)C,-16,-9,1,nt,0,-6,-2
CCC(=O)N(C)C[C@@H]1Oc2ncc(C#CCC3CCCC3)cc2C(=O)N([C@@H](C)CO)C[C@H]1C,3,-11,8,-5,-5,-8,-2
COc1ccc(-c2csc(NC(C)c3nc4cc(C(=O)NCCCO)ccc4n3Cc3ccc(C)cc3)n2)cc1 (configuration not stated),-4,0,-5,-1,2,-2,-37

# Some of the entries above, reformatted.
# Below each compound: SIRT5 inh, DENV2 CPE rescue, Casp6 inh, PAX8 inh HTS, ARNT TACC3 PPI, EWS-Fli block, LGR2 antag
> COCCOC(=O)c1c(C)oc2ccc(OCc3ccccc3)cc12
  -1, -1, 3, -5, nt, -3, 20
> COc1ccc(N(C(=O)CNC(=O)c2cccs2)C(C(=O)NC2CCCC2)c2ccncc2)cc1 (configuration not stated)
  0, 4, 1, -13, 4, -1, -26
> CC1(c2ccccc2)CC(C)(C)n2c(O)c(C3=NC(=S)NC3=O)c3cccc1c32 (configuration not stated)
  0, 7, -1, 13, -1, 14, -10

# The results go on.
SMILES,SIRT5 inh,DENV2 CPE rescue,Casp6 inh,PAX8 inh HTS,ARNT TACC3 PPI,EWS-Fli block,LGR2 antag
CN1CCN(C(=O)C2=C[C@H](C(C)(C)C)C[C@H](OCCCCO)O2)CC1,3,15,5,1,-4,7,2
C[C@H](CO)N1C[C@H](C)[C@@H](CN(C)C(=O)C2CCOCC2)Oc2cc(C3=CCCCC3)ccc2S1(=O)=O,2,-5,2,-16,-7,6,10
Cc1ccc(OC(C)C(=O)N2CCc3ccccc32)c([N+](=O)[O-])n1 (configuration not stated),-3,-16,-1,-4,nt,-8,10
COc1ccc(OCC(=O)Nn2c(-c3ccc(C)cc3)nc3ccccc3c2=O)cc1,nt,nt,nt,13,-2,nt,23
COCc1[nH][nH]c(=O)c1C=NCC(=O)OC,-1,-7,-5,5,4,-11,5
COc1cc(CC(=O)Nc2ccccc2N2CCOCC2)cc(OC)c1OC,1,16,3,0,-6,-9,nt
C[C@@H]1CN([C@H](C)CO)C(=O)c2ccccc2-c2ccccc2CO[C@@H]1CN(C)S(=O)(=O)c1cccc(F)c1,-2,2,4,2,3,2,14
Clc1ccc(Cn2cnc3ccccc32)cc1,0,-5,-3,8,-4,3,-30
COc1cc2c(cc1OC)C(c1cccs1)N(C(=S)NC(C)C)CC2 (configuration not stated),0,12,1,0,1,24,23
CC1CCc2sc(C(=O)OCC(=O)NC(C)C)cc2C1 (configuration not stated),1,4,-5,16,5,9,33
CC1CCCN(C(=O)C(=O)Nc2ccc3nc4n(c(=O)c3c2)CCCCC4)C1 (configuration not stated),-4,6,0,-22,6,-4,-4
O=C(Nc1ccccc1F)N1C[C@H]2[C@@H](c3ccccc31)[C@@H](CO)N2C(=O)C1CC1,0,0,0,-39,-2,-16,-5
CCc1c(O)nc(SCC(=O)Nc2ccc(C)cc2)n(C2CCCCC2)c1=O,-1,8,-2,nt,2,-2,-19
Cc1ccc(NS(=O)(=O)c2c(C)[nH]c(=O)[nH]c2=O)c(Br)c1,0,-4,2,0,-7,1,9
COc1ccc(S(=O)(=O)N2CCC(C(=O)NCc3cccs3)CC2)cc1,2,6,2,6,-1,-5,16
CC(C)NC(=O)N(C)C[C@H]1Oc2ccc(NS(=O)(=O)c3ccc(F)cc3)cc2CC(=O)N([C@H](C)CO)C[C@H]1C,-3,11,4,-2,2,1,-1
O=[N+]([O-])c1ccc(NN=Cc2ccco2)nc1,nt,3,29,-123,3,-92,-76
CCC1=C2CC[C@H]3C(=O)N(CC)C(=O)[C@H]3[C@H]2[C@@]2(Cc3ccccc3)C(=O)N(Cc3ccccc3)C(=O)N2C1=O,nt,nt,nt,34,-4,-6,7
Cc1cc(C)c2[nH]c(=O)c(CN(Cc3cccnc3)C(=S)NCCCN(C)C)cc2c1,-1,12,1,11,1,2,24
CCOC(=O)Cn1c(=N)n(CCOc2ccc3ccccc3c2)c2ccccc21,4,nt,8,19,6,nt,nt
Cc1ccc(S(=O)(=O)N(C)c2ccc(OCC(=O)Nc3ccc(C(=O)N(C)C)cc3)cc2)cc1C,2,1,0,-3,nt,3,10
CC(C)C[C@H](NC(=O)[C@H](Cc1ccccc1)n1c(=O)[nH]c2ccccc2c1=O)C(=O)N1CCC(C(=O)O)CC1,1,-8,-1,nt,-3,0,2
C[C@@H]1CN([C@H](C)CO)C(=O)c2cc(NC(=O)Cc3ccccc3)ccc2O[C@@H](C)CCCCO[C@@H]1CN(C)Cc1ccccc1,5,-7,6,25,-4,13,4
Oc1c(C=C2N=c3ccccc3=N2)sc(=S)n1-c1ccc(F)cc1,nt,nt,nt,16,0&2,nt,-9
CC1(C)Cc2cccc(OCC(=O)NCc3ccc(F)cc3)c2O1,0,9,-1,3,-9,1,-26
O=C(OCc1nnc(-c2ccccc2)o1)C1CCN(C(=O)c2ccc(Cl)cc2)CC1,1,-1,6,2,-2,-4,-10
O=C(NC1CCCC1)N1CC(=O)N2[C@H](CO)[C@@H](c3ccc(-c4ccncc4)cc3)[C@H]2C1,0,18,0,6,nt,-1,0
Cc1ccn2c(CN(C)CCn3nc(C)cc3C)c(C(=O)N3CCCCCC3)nc2c1,-1,6,-1,12,-1,-12,-4
CCC(=O)Nc1ccc2c(c1)C(=O)N(C)C[C@H](OC)[C@H](C)CN(C(=O)NC(C)C)[C@@H](C)CO2,-6,19,1,nt,-8,-3,-8
CC(C)C[C@@H](CN1CCC[C@H]1CN1C(=O)C(=O)NC[C@@H]1Cc1ccc(O)cc1)N1C[C@H](Cc2ccc(O)cc2)N(CC2CCCCC2)C(=O)C1=O,-2,17,2,13,nt,4,-11
CC(C)NC(=O)N[C@@H]1CC[C@H](CCNS(=O)(=O)c2ccc(Cl)cc2)O[C@@H]1CO,0,2,1,-7,0,-15,15
Cc1cccc(C)c1NC(=O)C1(C)CSCC(=O)N1Cc1cccc(F)c1 (configuration not stated),9,-1,1,-2,nt,4,2
COc1cc(N2N=C(c3ccccc3)CC2c2ccccc2)c(C=O)cc1C=O (configuration not stated),0,-3,3,6,18,7,10
Cc1ccc(N2CCN(C(=O)c3[nH]c(C(F)(F)F)nc3-c3ccccc3)CC2)cc1,0,-10,-4,-7,nt,-3,-8
O=C(O)C/C(=C\c1cccc(NC(=O)c2ccccc2Cl)c1)c1nc2ccccc2s1,4,2,4,13,-3,11,-25
CN(C)S(=O)(=O)c1ccc(S(=O)(=O)NCc2ccc3c(c2)OCO3)cc1,2,?,-1,0,2,0,-7
C[C@@H]1CN([C@H](C)CO)C(=O)c2cc(Br)cnc2O[C@@H]1CN(C)C(=O)NC1CCCC1,-5&-2,-3&-7,1&-2,-5,1,0&-6,-7
Cc1c(Cl)cccc1NC(=O)COC(=O)Cc1ccsc1,-4,-3,2,-18,nt,1,7
Cc1c(NC(=O)C(C)OC(=O)c2cccc([N+](=O)[O-])c2)c(=O)n(-c2ccccc2)n1C (configuration not stated),1,-3,-2,2,-5,-2,3
CC=Cc1ccc2n(c1=O)C[C@H]1[C@H](CO)[C@@H](C(=O)NCCC)N(Cc3cccc(F)c3)[C@@H]21 (mixture of isomers),4,-3,-1,-2,0,1,-3
CCn1c(CNC(=O)c2ccc3c(c2)OCO3)nnc1SCC(=O)Nc1ccccc1F,-1,-6,2,12,6,6,-28
CCCCNC(=O)CCSc1ccc(C)cc1,nt,nt,nt,30,-69,nt,-7
C[C@H](CO)N1C[C@H](C)[C@H](CN(C)Cc2ccc(C(=O)Nc3ccccc3N)cc2)Oc2ccc(NC(=O)CCN3CCOCC3)cc2C1=O,nt,-8,-10,nt,4,16,-16
CCOC(=O)C1(C)CCCN1C(=O)c1ccccc1OC (configuration not stated),1,8,-1,-14,nt,-3,12
CCN(CC)C(=O)[C@H]1C[C@H](CC(=O)NC/C=C(\C)CCC=C(C)C)C(=O)N2CCc3c([nH]c4ccc(Cl)cc34)[C@]12C,-4,-6,-1,9,-2,-6,-4
CCOc1cc(N2CCOCC2)c(OCC)cc1NC(=O)CN1CCCC(C)C1 (configuration not stated),0,-8,2,1,7,-3,26
COCCn1c(SCC(=O)c2ccccc2)nc2ccccc2c1=O,4,-5,0,8,nt,-4,-34
CCOc1cccc2sc(NC(=O)CC)nc12,2,-4,2,nt,-2,0,-10
CC(C)NC(=O)N(C)C[C@H]1Oc2ccc(N(C)C)cc2C(=O)N([C@@H](C)CO)C[C@H]1C,-3,-3,-1,-16,-3,5,12
CNC[C@@H]1Oc2ccc(NC(=O)CCCN(C)C)cc2CC(=O)N([C@@H](C)CO)C[C@H]1C,0,-3,-2,24,nt,6,nt
O=C(NC1CCCCC1)c1cc(-c2ccco2)on1,0,-14,0,nt,-2,-20,-17
CN(C)C(=O)c1ccc(-c2ccc([C@@H]3[C@@H](CO)N4CCCCN(Cc5cncnc5)C[C@@H]34)cc2)cc1,-1,6,-25,-26,-3,-22,-7
COc1ccc(N(CC(=O)NC2CCS(=O)(=O)C2)S(=O)(=O)c2ccc(Cl)c(Cl)c2)cc1 (configuration not stated),1,-3,-1,0,1,-7,5
CN(C)c1ccc(NC(=O)CN2CCc3ccccc3C2)cc1,1,4,0,-119,0,-71,-38
Cc1ccc(OCCN2C(=O)C(=O)c3cccc(C)c32)cc1,6,-3,2,5,-4,16,-7
[O-]/[N+](=C\c1ccccc1)c1ccccc1,nt,-3,-2,-47,-8,-24,-52

# Outcome played no part in choosing rows; overall some 4.9% were active at least once.
